CCR6 antag: CCR6 receptor antagonists, primary screen, cell-based, CHO-K1, luminescence, beta-arrestin, uHTS; C-C chemokine receptor type 6 (Homo sapiens), P51684; CHO-K1 CCR6 PathHunter beta-arrestin, CCL20-stimulated; inhibition, % at 20 µM; 340,000 tested, 0.49% active; AID 493098, 2011;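 active = compounds whose inhibition of the agonist-driven luminescence signal at 20 µM reaches about 50%, limit read from the data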;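 also: cells stimulated with CCL20 at 14 nM final; plate controls were DMSO with CCL20 for no effect and DMSO without agonist for full effect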
EBI2 block: EBI2 receptor antagonists, beta-arrestin recruitment, primary screen, cell-based, luminescence, 7a,25-OHC stimulation, uHTS; inhibition, % at 5 µM; 360,000 tested, 0.81% active; 7a,25-OHC stimulated; in the data active = inhibition above about 38%;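 also: enzyme fragment complementation signal reports receptor beta-arrestin coupling in cells; 0% = agonist plus DMSO wells and 100% = wells without agonist; some results beyond the cut were filed as inactive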
Target sequence (P32249 whole entry, looked up, the tested form may be a part): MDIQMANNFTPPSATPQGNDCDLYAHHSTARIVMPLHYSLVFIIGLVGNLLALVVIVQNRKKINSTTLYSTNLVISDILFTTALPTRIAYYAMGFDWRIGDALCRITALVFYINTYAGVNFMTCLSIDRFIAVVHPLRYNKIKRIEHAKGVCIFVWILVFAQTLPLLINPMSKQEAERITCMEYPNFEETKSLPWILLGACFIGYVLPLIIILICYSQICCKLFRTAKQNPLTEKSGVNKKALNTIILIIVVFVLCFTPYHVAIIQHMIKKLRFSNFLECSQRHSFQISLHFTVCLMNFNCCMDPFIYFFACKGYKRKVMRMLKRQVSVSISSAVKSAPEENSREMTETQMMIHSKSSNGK
UBC13 inh: UBC13 polyubiquitin chain formation inhibitors, primary screen, biochemical, TR-FRET, uHTS; Ubiquitin-conjugating enzyme E2 N (Homo sapiens), P61088; inhibition, % at 20 µM; 330,000 tested, 0.47% active; AID 485273, 2010; in the data active = inhibition above about 45%, passing the limit was not always enough; inconclusive = no clear call, values can overlap the other calls
Target sequence (P61088 whole entry, looked up): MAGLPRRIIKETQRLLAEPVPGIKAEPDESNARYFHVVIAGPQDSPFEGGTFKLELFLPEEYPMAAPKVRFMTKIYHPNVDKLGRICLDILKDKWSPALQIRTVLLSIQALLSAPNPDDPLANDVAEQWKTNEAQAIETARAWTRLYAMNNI
APJ antag: antagonists of human apelin receptor APJ, primary screen, CHO-K1 cells, beta-arrestin complementation, luminescence. AID 2521, 2010. inhibition, % at 20 µM. P35414. 330,000 tested, 0.32% active;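 active = inhibition above about 40% at 20 µM, limit read from the data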;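 also: cells challenged with 10 nM apelin-13 agonist together with compound; plate controls were apelin-13 plus DMSO wells for no effect and DMSO wells lacking apelin-13 for full effect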
Target sequence (P35414 whole entry, looked up): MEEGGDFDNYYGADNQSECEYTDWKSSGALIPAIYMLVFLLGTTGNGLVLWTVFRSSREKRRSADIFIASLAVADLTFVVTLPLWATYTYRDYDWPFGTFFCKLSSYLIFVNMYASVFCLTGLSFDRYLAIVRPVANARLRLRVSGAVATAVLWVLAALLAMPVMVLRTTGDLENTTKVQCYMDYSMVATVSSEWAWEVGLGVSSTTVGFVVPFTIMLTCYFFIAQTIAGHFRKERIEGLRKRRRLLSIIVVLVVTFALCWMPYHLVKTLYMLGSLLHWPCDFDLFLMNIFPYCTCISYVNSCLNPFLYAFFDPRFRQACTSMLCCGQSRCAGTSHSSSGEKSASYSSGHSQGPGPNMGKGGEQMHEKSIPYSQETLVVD
Jurkat NFkB inh: inhibitors of induced NF-kB luciferase reporter, primary screen, TCR NF-kB activation inhibitor project, cell-based, luminescence, uHTS; Jurkat, PMA/ionomycin-induced NF-kB luciferase reporter; 330,000 tested, 0.53% active; inhibition, % at 4 µM; AID 435003, 2010; in the data active = inhibition above about 50%
Gli-Sufu antag: Gli-Sufu pathway antagonists, primary screen, luciferase luminescence, Sufu-KO-LIGHT cells, uHTS. AID 588413, 2011. inhibition, % at 5 µM. 340,000 tested, 0.74% active. Sufu-KO-LIGHT fibroblasts, Gli luciferase reporter luminescence;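 active = inhibition above about 55%, limit read from the data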;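 also: 0% = DMSO-treated cells and 100% = wells with medium but no cells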
CXCR6 inh: CXCR6 receptor inhibitors, primary screen, cell-based, beta-arrestin, luminescence, CHO-K1 PathHunter, 1536-well; AID 602244, 2012; C-X-C chemokine receptor type 6 (Homo sapiens), O00574; inhibition, % at 20 µM; 360,000 tested, 0.36% active; in the data active = inhibition above about 34%, passing the limit was not always enough;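 also: antagonist mode with CXCL16 agonist at 10 nM final; 0% = 10 nM CXCL16 with DMSO and 100% = unstimulated wells without agonist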
697 NFkB inh: inhibitors of PMA/ionomycin-induced NF-kB reporter, 697 cells, primary screen, B-cell NF-kB inhibitor project, cell-based, luminescence, uHTS; AID 435022, 2010; inhibition, % at 4 µM; 330,000 tested, 0.33% active; 697 B-cell NF-kB luciferase reporter, 16 h; in the data active = inhibition above about 35%
Numbers without * were called inactive; ? = inconclusive; · = not tested or not shown.

Results follow in this order: CCR6 antag | EBI2 block | UBC13 inh | APJ antag | Jurkat NFkB inh | Gli-Sufu antag | CXCR6 inh | 697 NFkB inh
O=C(Oc1ccc2ccc(O)cc2c1)C1CCCCC1
    1 | -3 | -2 | -23 | -3 | 2 | -7 | 11
Clc1ccc2oc(-c3cccnc3)nc2c1
    0 | 4 | 1 | -10 | -42 | -62 | -5 | -51
Cc1cc(=O)[nH]c(Nc2ccccc2C)n1
    -3 | 11 | 3 | 21 | 3 | 1 | 3 | 2
O=C(Nc1nc(=O)c2ccccc2s1)c1ccc(F)cc1
    5 | -3 | 11 | 16 | -30 | -66 | -4 | -21
CC1CN(CCc2ccccc2)c2nc3c(c(=O)n(C)c(=O)n3C)n2C1 (stereo unspecified)
    19 | 4 | -3 | 8 | 0 | -22 | -4 | -38
Cc1ccc(NC(=O)CN(C)Cc2nc3c(Br)cc(Br)cc3c(=O)[nH]2)cc1
    13 | -5 | ? | -24 | 2 | 0 | 10 | 5
Cc1nn(C)c(C)c1NC(=O)CCl
    -2 | -14 | 3 | -8 | 5 | 3 | -2 | 12
N#Cc1ccc(COC(=O)C2CC(=O)N(CCc3ccccc3)C2)cc1 (stereo unspecified)
    4 | -3 | -2 | 1 | -2 | -2 | -2 | 4
CCC12CN(C(=O)c3ccco3)CC(CC)(CN(C(=O)c3ccco3)C1)C2=O
    7 | -9 | 0 | 12 | 7 | 37 | 4 | -8
Cc1ccc(F)cc1NC(=O)c1cccc2nccnc12
    -9 | 9 | 3 | -6 | -2 | 9 | -3 | 18
CCN(CC)CCN(CC(=O)N(C1CCCCC1)C1CCCCC1)C(=O)c1ccco1
    19 | 3 | 7 | 1 | -25 | 17 | -11 | 2
CCOC(=O)c1c(COC(=O)c2ccco2)nc2ccccc2[n+]1[O-]
    -2 | 1 | -10 | 4 | 6 | 5 | -4 | 10
O=C(O)CCCCNS(=O)(=O)/C=C/c1ccccc1
    -3 | 7 | -6 | 17 | -2 | 5 | 6 | 9
O=C(Nc1ccc(Cl)cc1)C1CCCN(S(=O)(=O)c2cnc[nH]2)C1 (stereo unspecified)
    -2 | 4 | -5 | -8 | -22 | 1 | 3 | -5
O=C(COC(=O)c1ccc(Cl)c([N+](=O)[O-])c1)Nc1ccccc1OC(F)F
    19 | 1 | 12 | 10 | 6 | 0 | 16 | 19
COc1ccc(CC(=O)OCCc2cc3cc(OC)c(OC)cc3c(=O)o2)cc1
    8 | 5 | -14 | -2 | -10 | -3 | 1 | 8
CCOc1ccccc1-n1c(SCC(N)=O)nnc1-c1ccc(O)cc1
    2 | -7 | 0 | 5 | 7 | -5 | 4 | 11
Cn1c(=O)c2[nH]c(CCNC(=O)c3ccccc3)nc2n(C)c1=O
    0 | 3 | · | · | · | 1 | -8 | ·
O=C1CCC([N+](=O)[O-])C(c2ccc3c(c2)OCO3)N1 (stereo unspecified)
    -12 | -11 | -4 | 1 | 2 | -16 | 8 | 6
Oc1ccccc1-c1nnc(COc2ccccc2)o1
    18 | 9 | 17 | 2 | -26 | 2 | 18 | -25
Cc1nc(N/C(N)=N/S(=O)(=O)c2ccccc2)nc2ccccc12
    3 | -7 | -13 | -2 | 7 | -10 | 3 | -1
CCN(C(=O)N1CCOCC1)c1ccccc1C
    -1 | -7 | -1 | -2 | -17 | 19 | -7 | 20
CN(c1ccccc1)S(=O)(=O)c1ccc2[nH]c(=O)oc2c1
    5 | 5 | 1 | -8 | 7 | 8 | -8 | -6
CCOC(=O)c1c(C2CC2)csc1NC(=O)COC(=O)CCS(=O)(=O)c1ccc(C)cc1
    0 | -6 | 0 | 1 | -14 | 0 | 3 | 1
O=C(CSc1ccccc1)Nc1cccc(S(=O)(=O)N2CCOCC2)c1
    15 | -6 | 0 | 18 | 3 | 1 | -7 | 17
COc1cccc(NC(=O)COc2ccc(N3CC(C(=O)NCC(C)C)CC3=O)cc2)c1 (stereo unspecified)
    -9 | 3 | 0 | 11 | -6 | -6 | -6 | -3
Cc1c(N=C2SCC(=O)N2/N=C/c2ccccc2Cl)c(=O)n(-c2ccccc2)n1C
    15 | 16 | -11 | -20 | -9 | -16 | 0 | 3
CCCN1CCN(c2ccc(S(N)(=O)=O)cc2[N+](=O)[O-])CC1
    4 | 14 | -8 | 0 | 2 | 2 | 3 | 13
Cc1cc(Cl)ccc1OC(C)C(=O)Nc1ccc(C(=O)Nc2ccccc2C(=O)O)cc1 (stereo unspecified)
    -14 | 4 | -23 | -1 | -2 | 2 | 2 | -10
CSc1nn2c(C(F)(F)F)cc(C(F)(F)F)nc2c1C(N)=O
    5 | -4 | 8 | 21 | 8 | -1 | 7 | 7
CC(=O)N1CCN(CC(=O)c2ccc(Br)cc2)CC1
    14 | -2 | 8 | 30 | 0 | -13 | 18 | -8
Cc1ccccc1-n1c(O)c(/C=C/C=Nc2ccccc2)c(=O)[nH]c1=O
    4 | -7 | -54 | 11 | 7 | 4 | 7 | 8
CN(C)S(=O)(=O)N1CCN(S(=O)(=O)c2ccccc2)CC1
    7 | -4 | 4 | 5 | -6 | 3 | 4 | 4
Cc1oc(-c2ccccc2F)nc1CS(=O)CC(=O)NCc1ccc(F)cc1 (stereo unspecified)
    -10 | 3 | -5 | -8 | 9 | 4 | 2 | 4
Cc1ccc(OCC(=O)N2CCN(S(=O)(=O)c3ccc4c(c3)OCCO4)CC2)c(C)c1
    10 | 70* | 11 | 10 | 2 | 0 | 2 | 14
CCCC(C)NC(=O)CSc1nc(-c2ccccc2)cn1N (stereo unspecified)
    -8 | 7 | -6 | -7 | -1 | 1 | -4 | 7
Cc1cc(SCC(=O)c2cc(C)n(C)c2C)nc2ccccc12
    8 | -7 | 7 | 13 | -8 | -2 | -3 | -12
Cc1c(Cc2ccccc2)sc(/N=C/c2c(O)ccc3ccccc23)c1C(N)=O
    24 | 0 | -4 | -30 | -3 | 5 | -8 | -8
CC[C@H](C)[C@H]1CNC(=O)C(=O)N1CC1CCN(CCCc2ccc(OC)c(OC)c2)CC1
    -3 | -7 | · | · | · | 5 | 0 | ·
CCCC(=O)Nc1nc2ccc(NC(=O)c3cccnc3)cc2s1
    -1 | 2 | 0 | -7 | 41 | -8 | -6 | 8
Cc1ccc2cc3c(NC(=O)c4ccco4)nn(CC(C)C)c3nc2c1
    11 | 21 | 2 | 11 | -8 | 5 | 0 | -17
CC(=O)N1CCc2cc(N=NC3=C(O)CC(C)(C)CC3=O)ccc21
    2 | -9 | -196 | 12 | -80 | -5 | 7 | -83
O=C(CC1CCCC1)NCCc1cn2ccccc2n1
    2 | -1 | -14 | -7 | 6 | 1 | -2 | -14
COc1ccc(-c2coc3cc(OC4OC(CO)C(O)C(O)C4O)cc(O)c3c2=O)cc1 (stereo unspecified)
    5 | -5 | -1 | 13 | -66 | -92 | 2 | -198
CCOc1ccc(-n2nc(C(=O)NCCOC)c3ccccc3c2=O)cc1
    -1 | -3 | -3 | 10 | 2 | 3 | 0 | 5
O=C(/C=C/Sc1ccc(C(F)(F)F)cn1)c1ccccc1
    2 | 6 | -4 | 32 | 26 | 7 | -13 | -44
O=C1CCC(=O)N1CCSC(=S)N1CCOCC1
    -1 | -2 | 5 | 19 | -6 | 1 | -13 | -19
CC(CCc1ccccc1)NS(=O)(=O)c1ccccc1 (stereo unspecified)
    -1 | 0 | 6 | 10 | 8 | 7 | 8 | 4
COc1cccc(NC(=O)N2CCC(C(N)=O)(N3CCCCC3)CC2)c1
    -7 | 0 | 12 | -10 | 18 | 23 | -6 | 18
CCc1nnc(SC(C)C(=O)Nc2nccs2)n1C (stereo unspecified)
    -8 | -8 | -3 | 8 | 8 | -10 | -3 | 7
COc1cc(/C=N/Nc2cccc3cccnc23)cc(OC)c1O
    -3 | -6 | -2 | -13 | -35 | -1 | -1 | -29
CC1CCCN(C(=O)CCNS(=O)(=O)c2ccc(Br)cc2)C1 (stereo unspecified)
    6 | 5 | -1 | 11 | 14 | -14 | -17 | -1
Cc1ccc(N(CC(=O)NCc2ccccn2)S(=O)(=O)c2ccccc2)cc1C
    12 | 15 | 8 | -1 | -11 | -13 | 0 | -8
CC1=C(C(=O)N2CCc3ccccc32)C2(CCC(C)CC2)OC1=O (stereo unspecified)
    12 | 15 | -3 | 4 | 2 | -1 | 2 | -10
Cc1nn(-c2ccccc2)c(C)c1/C=N/NC(=O)c1cc(C23CC4CC(CC(C4)C2)C3)[nH]n1
    -24 | 14 | -12 | 12 | -5 | 6 | 1 | -5
COc1ccc([C@H]2CC(=O)C=C(c3cccc(C(F)(F)F)c3)C2)cc1
    17 | 22 | -10 | 3 | -7 | -3 | -10 | -1
CC(=O)NC(CC(=O)NCC(c1ccco1)N(C)C)c1ccccc1 (stereo unspecified)
    -3 | 0 | -1 | 7 | -2 | -5 | -3 | -2
CN(C)Cc1c(C(=O)N/N=C/CCc2ccccc2)nnn1-c1nonc1N
    13 | -4 | -6 | -6 | 3 | 4 | 0 | 5
CCOc1ccc(/C=N/Nc2ccc(Cl)nn2)c(O)c1
    11 | 7 | -14 | 5 | 5 | 15 | -10 | -15
COc1ccccc1P(=O)(Cc1ccccc1[N+](=O)[O-])c1ccccc1 (stereo unspecified)
    18 | 15 | -4 | 16 | 13 | -15 | 6 | 9
O=C(O)COc1ccc(/C=N/NC(=O)C2CCCN2S(=O)(=O)c2ccc(Cl)cc2)cc1 (stereo unspecified)
    4 | -1 | 1 | 10 | 5 | -1 | -8 | -10
COC(=O)c1ccccc1N=Nc1c(C)n[nH]c1C
    7 | -2 | 19 | 7 | -10 | -1 | 1 | -7
CC1(C)C2CC[C@]3(C)C(CC=C4[C@@H]5C[C@@](C)(CO)[C@@H](O)C[C@]56C[C@@H](OC6=O)[C@]43C)[C@@]2(C)CC[C@@H]1O (stereo partly specified)
    -2 | 1 | 4 | -66 | 1 | -5 | -3 | 12

Structural class: the compounds so far containing a Cl atom
Results follow in this order: CCR6 antag | EBI2 block | UBC13 inh | APJ antag | Jurkat NFkB inh | Gli-Sufu antag | CXCR6 inh | 697 NFkB inh
Clc1ccc2oc(-c3cccnc3)nc2c1
    0 | 4 | 1 | -10 | -42 | -62 | -5 | -51
Cc1nn(C)c(C)c1NC(=O)CCl
    -2 | -14 | 3 | -8 | 5 | 3 | -2 | 12
O=C(Nc1ccc(Cl)cc1)C1CCCN(S(=O)(=O)c2cnc[nH]2)C1 (stereo unspecified)
    -2 | 4 | -5 | -8 | -22 | 1 | 3 | -5
O=C(COC(=O)c1ccc(Cl)c([N+](=O)[O-])c1)Nc1ccccc1OC(F)F
    19 | 1 | 12 | 10 | 6 | 0 | 16 | 19
Cc1c(N=C2SCC(=O)N2/N=C/c2ccccc2Cl)c(=O)n(-c2ccccc2)n1C
    15 | 16 | -11 | -20 | -9 | -16 | 0 | 3
Cc1cc(Cl)ccc1OC(C)C(=O)Nc1ccc(C(=O)Nc2ccccc2C(=O)O)cc1 (stereo unspecified)
    -14 | 4 | -23 | -1 | -2 | 2 | 2 | -10
CCOc1ccc(/C=N/Nc2ccc(Cl)nn2)c(O)c1
    11 | 7 | -14 | 5 | 5 | 15 | -10 | -15
O=C(O)COc1ccc(/C=N/NC(=O)C2CCCN2S(=O)(=O)c2ccc(Cl)cc2)cc1 (stereo unspecified)
    4 | -1 | 1 | 10 | 5 | -1 | -8 | -10

Part of the list above, bar-delimited.
compound | CCR6 antag | EBI2 block | UBC13 inh | APJ antag | Jurkat NFkB inh | Gli-Sufu antag | CXCR6 inh | 697 NFkB inh
COc1cccc(NC(=O)N2CCC(C(N)=O)(N3CCCCC3)CC2)c1 | -7 | 0 | 12 | -10 | 18 | 23 | -6 | 18
CCc1nnc(SC(C)C(=O)Nc2nccs2)n1C (stereo unspecified) | -8 | -8 | -3 | 8 | 8 | -10 | -3 | 7

Bioassay records as filed in PubChem.
